ER stress rescue: protection against thapsigargin-triggered cell killing – 384-well, CSM14.1, ATP luminescence, primary screen (AID 1222). CSM14.1 thapsigargin-induced death rescue, ATP luminescence; higher % means a stronger effect. cellular ATP content (survival), % at 20 µM, or EC50 in µM where a hit was titrated. 190,000 tested, under 10 active;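 active = EC50 below 50 µM in the dose-response confirmation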;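 note: death triggered by thapsigargin at about 15 µM added after 2 h compound pretreatment; cell ATP read after overnight thapsigargin exposure of roughly 18 to 22 hours; normalized against plate controls of thapsigargin alone and 5% DMSO vehicle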
Lipid droplet: modulators of hepatic lipid droplet formation; AML12 mouse hepatocytes, oleate lipid droplets, BODIPY imaging; 240,000 tested, 0.4% active; inhibition, % at 6.5 µM;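 active = lipid droplet intensity inhibited by at least 50%, with more than 500 cells counted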
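Assay system: AML12 mouse liver cells | Compound: 6.5 µM single-point dosing | Schedule: Overnight exposure | Technique: Fluorescence imaging, 20x objective, two fields per well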
MT stabilizer: microtubule stabilizers in HeLa cells; HeLa tubulin immunostaining HCS, 24 h; share of cells brighter than vehicle mean+2SD; % tubulin-high responders, % at 10 µM; 200,000 tested, 0.83% active;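 active = plate Z-score above 3 for both tubulin-high and condensed-nucleus cell shares, with cell loss under 80%, at 10 µM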;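 note: anti alpha tubulin signal scored within the nucleus-defined area of each cell; some results filed as inactive read as strong as hits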
M17LAP inhibition: P. falciparum M17LAP inhibitors, primary screen, biochemical, fluorogenic H-Leu-NHMec substrate, 1536-well (AID 1619); recombinant M17LAP, H-Leu-NHMec fluorogenic kinetic assay; higher % means a stronger effect; inhibition, % at 30 µM, or IC50 in µM where a hit was titrated; 220,000 tested, 0.38% active;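 active = compound inhibiting the enzyme by more than half at any dose during confirmatory dose-response retesting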;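 note: plate controls were full reaction with DMSO carrier for no effect and no enzyme background for full effect; strong numbers were not always called active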
P. falciparum M1AAP: malaria alanyl aminopeptidase activity blockers – biochemical, fluorogenic H-Leu-NHMec substrate, 1536-well (AID 1445); recombinant M1AAP, H-Leu-NHMec fluorogenic kinetic assay; higher % means a stronger effect; inhibition, % at 30 µM; hits with a dose series show IC50 in µM; 220,000 tested, 0.42% active;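 active = primary inhibition above the hit cutoff, then over 50% inhibition at one or more dose response concentrations, cut at about 23% in these data, passing the limit was not always enough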;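 note: plate controls were DMSO full reaction for no effect and no enzyme background for full effect; strong numbers were not always called active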
Ins promoter up: MIN6 insulin promoter up-regulation. MIN6 insulin promoter-GFP reporter, high-content imaging; hits give high values. z-score at 5 µM. 190,000 tested, 0.3% active. AID 1625;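 active = z-score above 3 at 5 µM with at least 500 cells counted in the well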
Dynein cargo inh: blocks dynein driven cargo transport along microtubules; 220,000 tested, 0.47% active; z-score, hits read low; 3617.4 mouse cells, GR-EGFP nuclear translocation imaging; test concentration mostly 20 µM; stimulated with dexamethasone, 1 µM; hits give low values; AID 1381;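 active = plate z-score of nuclear minus cytoplasmic receptor signal below a set negative limit, without overly bright fluorescence or cell loss, cut at about -3.5 in these data, passing the limit was not always enough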;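 note: z-score of nuclear minus cytoplasmic ring GR-EGFP intensity difference per well; some compounds called inactive have numbers as strong as hits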
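Buffer or medium – tet-free medium with charcoal-stripped serum · Signal – automated 10x imaging of fixed Hoechst-stained cells · Also added – dexamethasone agonist, 1.0 µM final, for 30 min · Incubation – induction 48 h, compound 1 h, agonist 30 min · Read-out – GR-EGFP nuclear translocation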
Yfh1-off respiration: enhancers of respiration in Yfh1-depleted yeast, dose response, Friedreich's ataxia, plus single-dose screen (AID 1465); S. cerevisiae Yfh1-off respiration, WST-1 reduction, 72 h; higher fold induction means a stronger effect; fold induction at 50 µM; hits with a dose series show EC50 in µM; 220,000 tested, 0.074% active;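 active = fold induction of absorbance versus untreated yeast above a set limit, then at least 30% activation at any dose in follow-up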;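 note: activators that raise dye reduction in frataxin-depleted yeast; strong numbers were not always called active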
Autophagy HCS: alters autophagy in cells; MEF GFP-LC3 puncta imaging; test concentration mostly 10 µM; calls only at 10 µM (by protocol); 190,000 tested, 0.98% active;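 active = percentage of spot-positive cells more than 3 SD above its plate mean, without a fluorescence outlier flag or 80% toxicity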;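 note: spot-positive cell cutoff set from DMSO-treated cells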
Dynein cargo inh cytoplasmic EGFP: second read-out of Dynein cargo inh, no call of its own (marks repeat the call); z-score; measured here: cytoplasmic GR-EGFP intensity; hits give high values
Dynein cargo inh nuclear GR-EGFP: also measured in Dynein cargo inh; calls as there; z-score; measured here: nuclear GR-EGFP intensity;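 lower value marks the stronger effect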
Dynein cargo inh cell count: recorded beside Dynein cargo inh, whose call it bears; z-score; measured here: cell count per field
Ins promoter up cell count: also measured in Ins promoter up; calls as there; cell count; measured here: cytotoxicity, nuclei count;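 total cells summed across four imaged fields per well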
Lipid droplet cells 6.5 µM: recorded beside Lipid droplet, whose call it bears; cell count; measured here: cell count, cytotoxicity flag;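 cells counted across two imaged fields per well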
MT stabilizer Hoechst-high %: also measured in MT stabilizer; calls as there; % Hoechst-high responders; measured here: nuclear condensation Hoechst responders;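 share of cells brighter than vehicle mean plus two SD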
MT stabilizer cytotoxicity %: also measured in MT stabilizer; calls as there; toxicity, %; measured here: cytotoxicity by cell density;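 0% = mean cell density of plate MIN control wells and 100% = no cells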
Autophagy HCS cell loss 18 h: further read-out of Autophagy HCS, marked with its call; toxicity, %; measured here: cell loss, nuclei count;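 cell loss after 18 h compound exposure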
Active calls of the source: *; i = inactive; . = not tested or not shown; & = joins results of further samples.

The line under a structure holds: Lipid droplet	ER stress rescue	MT stabilizer	P. falciparum M1AAP	Dynein cargo inh cell count	Dynein cargo inh cytoplasmic EGFP	Lipid droplet cells 6.5 µM	Autophagy HCS cell loss 18 h	Ins promoter up cell count	Dynein cargo inh nuclear GR-EGFP	Dynein cargo inh	Autophagy HCS	MT stabilizer cytotoxicity %	Yfh1-off respiration	MT stabilizer Hoechst-high %	M17LAP inhibition	Ins promoter up
- CCOC(=O)c1c(C)[nH]c(C)c1C(=O)COC(=O)C1CCCN1S(=O)(=O)c1ccccc1F (centres undefined)
 : .	0.6%	5.9	5%	0.5	-0.3	.	-12	1296	-0.37	-1.1	i	7.1	.	3.8	-4%	0.32
- CCOc1cc(N2CCOCC2)c(OCC)cc1NC(C)C(=O)N1CCC(C)CC1 (centres undefined)
 : 6	1.3%	9.1	14%	-0.91	0.23	679	1	1602	1.2	2.1	i	6.5	i	1.2	13%	0.04
- CC(=O)c1c(C(C)=O)c(C)n(-c2ccc(C(=O)O)cc2)c1C
 : .	-0.3%	3.6	1%	0.0026	-0.29	.	8	1555	-0.14	-0.68	i	5.7	i	3.5	0%	0.02
- CCN(C(=O)COC(=O)/C=C/c1nc2ccccc2s1)C1CCS(=O)(=O)C1 (centres undefined)
 : 4	-0.5%	2.9	2%	-0.036	-0.15	682	14	1431	-0.49	-0.7	i	7.3	i	1.4	-3%	-0.85
- Cc1ccc(NC(=S)NNC(C)(C)C)cc1
 : 1	.	.	6%	1.4	0.66	737	.	1429	-0.52	-0.88	.	.	i	.	1%	0.44
- Cc1ccc(N2CCN(C(=O)CCc3nc4ccccc4[nH]3)CC2)c(C)c1
 : -17	-0.7%	2.7	2%	-0.2	-0.092	807	-3	882	0.28	0.19	i	6.3	i	3.4	-2%	0.74
- CCOc1ccc(C(=O)NCc2ccncc2)cc1
 : .	0.9%	1.7	4%	-0.03	-0.16	.	-12	1185	-0.29	-0.64	i	4.5	i	2.8	-3%	-0.56
- CCn1c(C(=O)N2CCC(C(=O)NCCCSC3CCCCC3)CC2)cc2sccc21
 : .	0.4%	1.8	5%	0.26	-0.21	.	5	929	-0.078	-0.24	i	9.0	i	4.3	7%	0.87
- O=C(CSc1ccccc1F)NC(=O)NCc1ccco1
 : 11	0.2%	2.0	1%	-0.36	-0.24	688	-3	1266	-0.61	-0.36	i	2.9	i	2.4	7%	-0.25
- COc1ccc(N/N=C(\C#N)C(N)=O)cc1
 : 0	1.4%	4.6	8%	1.1	-0.22	633	36	1482	0.079	-0.47	i	3.6	i	2.5	0%	-0.29
- O=C(CN1CCN(C2CCCCC2)CC1)c1ccc2cc[nH]c2c1
 : .	0.2%	2.0	1%	-0.3	-0.12	.	7	828	0.16	0.18	i	7.8	.	2.7	-1%	0.38
- S=C(Nc1ccc(Cl)c(Cl)c1)N1CCOCC1
 : -2	-3.2%	4.0	-4%	0.95	-0.23	683	3	1205	-0.57	-0.83	i	4.4	i	1.1	-1%	0.7
- O=C(COC(=O)c1cc(-c2ccccc2Cl)nc2ccccc12)Nc1ncc(C(F)(F)F)cc1Cl
 : 10	-4.9%	4.4	6%	-0.06	-0.23	612	-8	1544	-0.14	-0.27	i	9.8	i	2.8	-6%	-0.63
- COCCNC(=O)c1c[nH]c2ccc(S(=O)(=O)N3CCc4ccccc43)cc2c1=O
 : 15	0.2%	3.4	5%	0.092	-0.29	656	-3	1356	-0.11	-0.58	i	4.3	i	2.2	3%	-0.39
- CCCn1nnnc1NC(=O)CSc1ccc(Cl)cc1
 : 4	-2.2%	2.2	3%	2.1	-0.058	776	-2	1295	0.11	0.099	i	3.1	i	2.3	5%	-0.4
- CCCOc1ccc(C(=O)CCNc2cccc(Cl)c2)cc1
 : 10	2.5%	1.0	8%	-0.44	-0.21	770	4	.	-0.11	-1.4	i	3.7	i	1.7	1%	.
- COc1ccc(CNC(=O)CSc2nc3cccnc3s2)cc1
 : 27	.	.	6%	0.25	-0.22	688	.	1486	-0.008	-0.087	.	.	i	.	-3%	0.2
- Cc1onc(-c2ccccc2)c1CNC(=O)C1COc2ccccc2O1 (centres undefined)
 : -13	.	.	-1%	0.43	-0.26	745	.	1371	0.0066	0.26	.	.	i	.	4%	-0.1
- CC1=C(C(=O)N2CCCCC2)C(c2cccs2)NC(=O)N1 (centres undefined)
 : .	0.9%	7.7	-1%	-3.9	0.58	.	5	1313	3.5	3.8	i	1.7	i	2.2	-3%	0.93
- CN(CCOc1ccccc1)CC(=O)Nc1ccc(S(=O)(=O)N2CCCC2)cc1
 : 3	.	.	0%	0.25	-0.18	662	.	1405	-0.34	-0.58	.	.	i	.	3%	0.13
- COc1ccc(OCCCC(=O)NCCc2nc3ccccc3[nH]2)cc1
 : 37	0.1%	3.8	3%	-1.5	-0.024	689	6	1079	0.18	0.083	i	5.8	i	2.3	-7%	0.53
- CCOc1ccc2nc(C)cc(Nc3ccc(N4CCOCC4)cc3)c2c1
 : -9	5.5%	3.6	6%	-1.9	-0.087	706	13	1107	2.5	2.1	i	1.0	i	2.9	2%	-0.79
- Cc1nc2ccccc2c(=O)n1/N=C/c1c(O)ccc2ccccc12
 : -13	1.3%	3.2	4%	0.6	-0.29	689	1	1361	0.19	-0.4	i	8.5	i	1.9	22%	-0.16
- Cc1ccc(/C=C/C(=O)NCc2cccs2)c(C)c1
 : -2	-0.8%	4.0	-3%	0.01	-0.32	718	-24	1407	0.078	-0.031	i	10	i	2.5	-3%	-1.3
- COc1ccc(CCNC(=O)Cn2nnc(-c3cccs3)n2)cc1OC
 : .	-0.8%	1.6	2%	0.35	-0.2	.	-22	1283	-0.031	-0.036	i	9.8	i	2.2	-5%	0.56
- Cc1cc(NC(=O)CSc2nc(-c3ccccc3)c(C#N)c(=O)[nH]2)no1
 : .	-0.1%	3.1	2%	0.52	-0.14	.	-4	873	0.31	0.074	i	7.7	i	1.7	14%	0.03
- Cc1cc(NC(=O)CN2CCOCC2)n(-c2ccccc2)n1
 : -11	.	.	6%	-0.06	-0.28	661	.	1120	0.12	0.37	.	.	i	.	-2%	0.33
- Cc1ccc(N2Cc3ccccc3OC(C)C2=O)cc1 (centres undefined)
 : .	2.4%	1.3	10%	0.48	-0.24	.	-1	953	0.071	-0.1	i	10	i	3.4	-8%	-0.57
- Cc1ccc(-n2c(O)c(/C=N/n3cnnc3)c3ccccc3c2=O)cc1
 : .	-0.5%&-1.7%	4.7&3.3	11%&9%	0.47&0.32	-0.09&-0.22	.	3&18	1514&1553	0.19&-0.3	0.071&-1	i	2.4&3.7	i	3.6&1.9	-135%&-47%	1.1&1.4
- CC(C)NC(=O)CN1CCN(c2ncccn2)CC1
 : .	-0.8%	1.4	-2%	0.7	-0.23	.	1	.	-0.093	0.25	i	8.9	i	1.0	20%	.
- O=C(CN1C(=O)NC2(CCc3ccccc3C2)C1=O)Nc1ccc(F)cc1 (centres undefined)
 : -4	-4.0%	4.3	2%	-0.15	-0.14	485	3	1527	0.31	0.46	i	5.6	i	2.7	3%	0.29
- CSc1ccc(CN2CCN(C(=O)c3ccncc3)CC2)cc1
 : 2	-0.1%	1.7	0%	1.2	-0.32	657	-9	1371	-0.75	-0.48	i	1.9	i	0.9	27%	0.51
- CCN(CC)CCCNC(=S)N(Cc1ccco1)Cc1cc2cc3c(cc2[nH]c1=O)OCCO3
 : -27	-3.9%	3.4	8%	0.57	-0.26	660	6	1356	-0.2	-0.15	i	11	i	1.3	-10%	0.19
- Cc1ccc(C)c(N2CCN(C(=O)CC3Sc4ccccc4NC3=O)CC2)c1 (centres undefined)
 : .	3.1%	2.3	5%	0.74	-0.14	.	10	1553	-0.53	-0.89	i	6.4	i	1.3	-2%	0.48
- Cc1cccc(N=C2CSC(=O)N2)c1
 : 0	-0.4%	2.3	1%	1.1	-0.26	651	11	1673	-0.094	0.33	i	3.3	i	1.3	8%	1.7
- Cc1cc(O)ccc1Nc1nc(-c2cccs2)cs1
 : -10	-0.6%	2.3	1%	0.23	-0.24	673	19	1490	-0.24	-0.67	i	5.3	i	1.7	2%	-0.15
- CCN(C(=O)COC(=O)c1cnc(C)cn1)C1CCCCC1
 : .	-1.2%	1.8	8%	0.38	-0.19	.	1	1114	-0.18	0.073	i	7.9	i	1.4	-1%	0.34
- COc1cc(C(=O)N2CCC(NC(=O)C(Cc3ccc(C(C)C)cc3)NC(C)=O)CC2)cc(OC)c1OC (centres undefined)
 : .	3.9%	2.0	-3%	0.21	-0.23	.	-5	1594	-0.71	0.74	i	8.1	i	2.2	-6%	-0.17
- O=C(N/N=C/c1ccco1)c1ccc(NC(=O)c2ccccc2Cl)cc1
 : 14	-0.9%	3.2	-1%	-1.6	-0.16	679	2	1118	1.3	2.7	i	0.0	i	0.9	7%	-0.16
- Cc1cc(C)c(C)c(S(=O)(=O)NCCCN2CCOCC2)c1C
 : 39	0.6%	1.5	-2%	-0.59	0.51	697	19	1467	1.2	1.1	i	1.2	i	0.9	7%	-0.17
- Cc1cc(SCC(=O)c2cccs2)n2nc(C)c(-c3ccccc3)c2n1
 : 0	-3.7%	1.7	5%	2.4	-0.065	430	-4	.	-0.29	-1.1	i	15	i	3.6	3%	.
- CCCCOC(=O)c1ccc(NC(=O)C(=O)NCc2ccccn2)cc1
 : 13	.	.	7%	-0.15	-0.23	762	.	1047	-0.26	-0.42	.	.	i	.	-1%	-0.62
